Compound activity deposited in PubChem BioAssay by National Center for Advancing Translational Sciences (NCATS).
GPT2 inhibitor = inhibitors of human GPT2 alanine aminotransferase. Q8TD30. Recombinant GPT2, coupled pyruvate oxidase/HRP Amplex Red fluorescence. Potency, µM (titrated, usually from 57.7 µM), inactives show at the top dose activity change, negative = inhibition, actives largely listed as inhibitors. hit rate 0.25% among 100,000; further: potency means the concentration at half of the fitted maximal effect; nearly all actives have a fitted effect of over 60% in size; many of its hits are not listed in these tables
Target sequence (Q8TD30 whole entry, looked up): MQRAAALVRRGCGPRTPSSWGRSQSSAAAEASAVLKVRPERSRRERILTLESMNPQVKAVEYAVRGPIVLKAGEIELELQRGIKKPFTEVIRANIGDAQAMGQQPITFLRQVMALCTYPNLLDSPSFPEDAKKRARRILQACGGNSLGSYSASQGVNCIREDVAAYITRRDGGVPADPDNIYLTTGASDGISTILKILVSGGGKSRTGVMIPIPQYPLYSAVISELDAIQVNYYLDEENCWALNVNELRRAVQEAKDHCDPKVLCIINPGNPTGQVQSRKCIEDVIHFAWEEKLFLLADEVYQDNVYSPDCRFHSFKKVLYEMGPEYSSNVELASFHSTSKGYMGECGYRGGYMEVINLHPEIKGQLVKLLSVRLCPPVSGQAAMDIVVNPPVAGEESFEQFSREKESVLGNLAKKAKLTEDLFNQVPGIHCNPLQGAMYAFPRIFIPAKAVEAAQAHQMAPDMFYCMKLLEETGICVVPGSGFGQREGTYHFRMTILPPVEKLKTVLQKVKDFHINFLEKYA
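GPT2 10ng/uL, a-KG 250uM, L-Ala 2mM, HEPES pH7.5 + 0.0001% Tween; 30 min RT. Then Amplex mix (PO/HRP/ThPP), 30 min RT dark, fluorescence. AOA 50uM used as positive control.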
HEK293 viab = cell viability loss counter-screen | HEK-293-SNCA-luc viability, GF-AFC fluorescence, 24 h | Potency, µM (doses to about 57.1 µM), without a hit: top-dose activity change, negative = cytotoxicity, most hits filed as cytotoxic | hit rate 0.12% among 150,000;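 further: potency means the concentration at half of the fitted maximal effect; 0% = DMSO-treated cells and -100% = medium-only wells without cells; nearly all actives have a fitted effect of over 30% in size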
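HEK-293-SNCA-luc cells (1500/well) plated 24 h, then exposed 24 h to a dilution series; GF-AFC added 30 min at 37C, fluorescence 405/540 nm; normalised to medium-only and DMSO wells, Hill fit.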
NIH3T3 tox = kills NIH 3T3 cells | Potency, µM (doses to about 96.7 µM), without a hit: top-dose activity change, negative = cytotoxicity, actives largely listed as inhibitors | hit rate 4.3% among 94,000 | NIH 3T3 viability, CellTiter-Glo ATP luminescence, 48-72 h; further: potency means the concentration at half of the fitted maximal effect; nearly all actives have a fitted effect of over 55% in size
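ATP-dependent luminescence (CellTiter-Glo) served as the viability signal for NIH 3T3 cells treated with compound for 48 or 72 hr at 37 °C.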
Luciferase inh = blocks purified firefly luciferase enzyme activity; P08659; purified P. pyralis luciferase, luminescence, biochemical; Potency, µM (top dose mostly 115 µM), for inactives: at the highest dose activity change, negative = inhibition, actives largely listed as inhibitors; hit rate 2.5% among 76,000; AID 1347043; further: potency means the concentration at half of the fitted maximal effect; nearly all actives have a fitted effect of over 65% in size
Target sequence (P08659 whole entry, looked up): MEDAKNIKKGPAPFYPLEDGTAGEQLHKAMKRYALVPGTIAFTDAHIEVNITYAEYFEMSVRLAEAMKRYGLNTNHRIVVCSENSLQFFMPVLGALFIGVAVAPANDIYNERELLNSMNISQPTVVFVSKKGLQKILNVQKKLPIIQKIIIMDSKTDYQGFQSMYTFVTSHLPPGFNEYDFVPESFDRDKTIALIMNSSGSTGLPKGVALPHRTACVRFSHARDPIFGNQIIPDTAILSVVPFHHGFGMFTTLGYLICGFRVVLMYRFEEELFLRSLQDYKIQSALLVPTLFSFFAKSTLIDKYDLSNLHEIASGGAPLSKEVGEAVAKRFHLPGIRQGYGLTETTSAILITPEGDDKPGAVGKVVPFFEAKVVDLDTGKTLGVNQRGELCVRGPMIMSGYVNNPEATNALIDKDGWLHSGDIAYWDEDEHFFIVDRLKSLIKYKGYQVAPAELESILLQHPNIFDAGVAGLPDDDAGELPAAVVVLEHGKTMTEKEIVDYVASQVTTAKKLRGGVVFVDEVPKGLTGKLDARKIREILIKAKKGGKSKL
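Inhibitors were tested against purified firefly luciferase in a biochemical, low-substrate format (both substrates at 10uM) and luminescence measured with a CCD imager.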
SNCA expr inh = reduces expression of the alpha-synuclein gene. hit rate 0.17% among 140,000. Potency, µM (top dose mostly 57.2 µM), without a hit: top-dose activity change, negative = inhibition, actives largely listed as inhibitors. HEK-293 SNCA-luciferase knock-in, luminescence, 24 h. AID 1671194;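 further: potency means the concentration at half of the fitted maximal effect; plate controls were DMSO cells for no effect and cell-free wells for full effect; nearly all actives have a fitted effect of over 45% in size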
IP6K1 inhibitor = blocks human inositol hexakisphosphate kinase 1. activity change, % (series mostly up to about 58 µM). AID 1645851. Q92551. IP6K1 kinase, ADP-Glo luminescence, 2 h; active compounds read low. hit rate 0.81% among 140,000; in the data active means activity change below about -25%
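ADP-Glo luminescence measures ADP made by human IP6K1 during a 2 h RT reaction with ATP/IP6 (mix at 1.3 mM/130 uM); top library doses 57.5 and 19.1 uM final.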
HEK293 tox = cytotoxic compounds in HEK 293 cells; hit rate 6.6% among 94,000; Potency, µM (top dose mostly 115 µM), inactives show at the highest dose activity change, negative = cytotoxicity, usual class: inhibitors; HEK 293 viability, ATP luminescence (CellTiter-Glo), 48-72 h; further: potency means the concentration at half of the fitted maximal effect; nearly all actives have a fitted effect of over 60% in size
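HEK 293 seeded at 250 cells/well receive compound via pintool. After 48 or 72 hr at 37 degree Celsius, 5% CO2 and 95% humidity, CellTiter-Glo is dispensed and luminescence read following 10 min at room temperature.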
An asterisk follows results filed as active; i = inactive; ? = inconclusive; nt = no result given; & = joins results of further samples; [ ] = dose if it differs, or a comment. Unless noted, the call rests on the fitted dose curve; in most records, active means well fitted curve in the direction sought with a large enough effect; inconclusive means small, poorly fitted or top-dose-only effect, or another doubt; inactive means no such curve, though single readings can be large; an effect the other way counts as inactive or inconclusive. Unless noted, on the % scale 0 is the no-effect control and ±100 the full control effect.

SMILES | GPT2 inhibitor | HEK293 viab | NIH3T3 tox | Luciferase inh | SNCA expr inh | IP6K1 inhibitor | HEK293 tox
CN(C1CCCCC1)S(=O)(=O)C1CCS(=O)(=O)C1 (configuration not stated) | 3% | -2% | i | 14% | 34%[activator] | -12 | 6%
O=c1c2c(CO)c(-c3ccccc3)nn2ccn1Cc1ccccc1 | 5% | 2% | -24% | ? | 56%[activator] | 3 | ?
Cc1cc(C(=O)N2CCCCCCNC(=O)CC2)nn1C | 4% | 7% | -20% | -4% | 26% | -3 | i
CC(C)c1nc2c(c(-c3ccc(O)cc3)n1)CCN(Cc1cccc3ccccc13)CC2 | i | 4% | ? | -5% | -7% | 1 | 25µM*
O=C(Cn1cnnn1)N1C[C@@H](COCC2CC2)[C@H](c2ccncc2)C1 | i | 4% | -11% | 4% | -6% | 6 | -13%
Cc1ccsc1C(=O)N1CCC2(CC1)NC(=O)N(c1cccc(Cl)c1)N2 | -28% | 2% | ? | 22% | -9% | -12 | ?
Cn1cccc1CN1C[C@@H](COc2ccncc2)[C@H](c2ccccn2)C1 | ? | -20% | -17% | -15% | 0% | -1 | -23%
CCC1c2nccn2CCCN1C(=O)CCn1cccn1 (configuration not stated) | 1% | 2% | -6% | -3% | 3% | 8 | i
COc1ccc(Cc2nc3ccccc3[nH]c2=O)cc1 | nt | -1% | nt | nt | -27% | -10 | nt
Cc1cc(=O)n2[nH]c(CC(=O)N[C@H]3[C@H]4CCO[C@H]4[C@@H]3N(C)C)nc2n1 | i | 7% | 2% | 9% | 0% | 26 | -8%
CCCCN(CC)Cc1ccc(CNS(=O)(=O)c2cc3c(cc2Cl)NC(=O)CO3)o1 | nt | 4% | nt | nt | 7% | -3 | nt
Cc1ccsc1-c1nc(-c2nnn3c2COC(c2ccccc2Cl)C3)no1 (configuration not stated) | i | -6% | -17% | 5% | 69%[activator] | 23 | ?
O=C1NCCCCCN(C(=O)Cc2ccccc2)[C@H]2CCC[C@@H]12 | -2% | 9% | -9% | -6% | 13% | -2 | 2%
Cc1cc(C)c(NC(=O)CCS(=O)(=O)c2cc3c(cc2Cl)NC(=O)CO3)c(C)c1 | nt | 5% | nt | nt | ? | -11 | nt
O=C1CSC2(CCN(S(=O)(=O)c3ccc(F)cc3)CC2)N1Cc1ccco1 | i | ? | -23% | -3% | 25% | -7 | ?
COc1ccc(NC(=O)c2cc3c(=O)[nH]c(C)cn3n2)cc1OC | i | 4% | -19% | 7.1µM* | 66%[activator] | 0 | ?
O=C(NCc1ccc(F)cc1)c1cc(C2CC2)nc2onc(C3CCCN3)c12 (configuration not stated) | -20% | -1% | -14% | nt | 13% | -1 | -26%
Cc1nc(CCNS(=O)(=O)c2cn(C)cn2)no1 | -4% | 8% | i | -4% | 41%[activator] | 32 | 1%
C=C1C(=O)O[C@@H]2C(OC(=O)/C(C)=C\C)/C(C)=C\C(=O)/C=C(\C)C[C@H](O)[C@@H]12 (some centres not stated) | i | ? | nt | nt | nt | 12 | nt
Cc1ccc(CN2CCC(CNC(=O)c3cc4ccc5cccnc5c4[nH]3)CC2)cc1 | nt | ? | nt | nt | ? | 12 | nt
N#C/C(=C\c1ccc(-c2cc(Cl)ccc2Cl)o1)C(=O)Nc1cccc2ncccc12 | -4% | 7% | nt | nt | -14% | nt | nt
C[C@H]1[C@@H]2[C@@H](O)C([C@H](C)C(=O)NC3CCCCC3)CC[C@@]2(C)CC[C@@H]1NC(=O)C1CCCCC1 (some centres not stated) | 4% | 3% | -26% | -3% | -17% | -5 | -22%
Cc1noc(C)c1Cc1ccc(C(=O)N2CC(N(Cc3cccnc3)CC(C)C)C2)o1 | i | -28% | ? | -7% | 13% | 6 | ?
Cc1cccc(C(C(=O)N2CCN(S(=O)(=O)N(C)C)CC2)N(C)C)c1 (configuration not stated) | 5% | 0% | -13% | 2% | 9% | 0 | -5%
COCCCC/C(=N\OCCN)c1ccc(C(F)(F)F)cc1 | -16%&5% | 5% | nt | nt | -20% | 8 | nt

Molecules above containing two or more sulfur atoms:
SMILES | GPT2 inhibitor | HEK293 viab | NIH3T3 tox | Luciferase inh | SNCA expr inh | IP6K1 inhibitor | HEK293 tox
CN(C1CCCCC1)S(=O)(=O)C1CCS(=O)(=O)C1 (configuration not stated) | 3% | -2% | i | 14% | 34%[activator] | -12 | 6%
O=C1CSC2(CCN(S(=O)(=O)c3ccc(F)cc3)CC2)N1Cc1ccco1 | i | ? | -23% | -3% | 25% | -7 | ?

(list continues)
SMILES | GPT2 inhibitor | HEK293 viab | NIH3T3 tox | Luciferase inh | SNCA expr inh | IP6K1 inhibitor | HEK293 tox
Cc1ccc(CN2CC[C@@](C)(O)[C@H](N3CCCC3)C2)o1 | i | 5% | -22% | -9% | -9% | 11 | 0%
NC(=O)COc1ccc(Cl)cc1CN1CCCC(CO)(CC2CC2)C1 (configuration not stated) | -32% | 6% | -14% | 4% | -7% | 2 | -24%
COC(=O)c1cccc(C(=O)N2CCC(Cc3nc(-c4cnccn4)no3)CC2)c1 | i | 5% | -11% | 7% | -5% | -14 | 3%
COc1ccc(-n2c(SCC(=O)Nc3ccc4c(c3)OCO4)nc3c([nH]c4ccccc43)c2=O)cc1 | nt | -2% | nt | nt | -1% | -10 | nt
CSc1ccc(CNC(=O)c2ccccc2NC(=O)c2nsc3ccccc23)cc1 | nt | 5% | nt | nt | 21% | 0 | nt
CNC(=O)[C@@H]1C[C@@H](O)CN1C1CCN(C(=O)C2CCCC2)CC1 | -13% | 12% | -7% | -8% | 2% | 29 | -11%
CCc1ccc(NC(=O)Cn2c(=O)n(-c3cc(OC)c(OC)c(OC)c3)c(=O)c3ccccc32)cc1 | nt | 6% | nt | nt | 4% | -7 | nt
COCCn1c(CO)nnc1C1CC(NC(=O)c2cn3ccsc3n2)C1 (configuration not stated) | 4% | 0% | -9% | 8% | -15% | 0 | -4%
CC(=O)N1CCC(N2C[C@@H]3C[C@H](C2)c2ccc(-c4ccccc4CN(C)C)c(=O)n2C3)CC1 | -7% | 5% | i | 6% | -18% | 0 | i
COc1ccccc1C(=O)N[C@@H]1CN(Cc2ccccn2)C[C@H]1CN(C)C | i | -11% | -17% | -1% | 8% | 7 | ?
Cc1ccccc1C(=O)NCC(c1cccnc1)N1CCc2ccccc21 (configuration not stated) | nt | -8% | nt | nt | -19% | 5 | nt
Cc1cc2c(cc1NC(=O)c1ccccc1Cl)n(C)c(=O)c(=O)n2C | nt | 10% | nt | nt | 4% | -12 | nt
Cc1ccc(-c2onc(C)c2C)cc1S(=O)(=O)NC1CCCCC1 | nt | -7% | nt | nt | -19% | 21 | nt
Cc1nc(CN(C)C(=O)c2cc(Cn3c(C)nc4ccccc43)on2)cs1 | -6% | -5% | ? | 0% | 5% | 3 | ?
Cn1ncc2c(C(=O)NCCc3ccccn3)cc(-c3ccc(C(F)(F)F)cc3)nc21 | nt | nt | ? | nt | nt | -10 | ?
COc1ccccc1-c1cccc(CN2CCCC(C(=O)NCc3cccc(C(F)(F)F)c3)C2)c1 (configuration not stated) | i | -28% | 16µM* | nt | ? | 1 | 14µM*
CCC(=O)N1CCC2(CC1)CC(N1CCOCC1)CCO2 (configuration not stated) | i | 25% | -18% | 0% | 1% | -20 | -20%
COc1ccccc1-c1[nH]nc2ncc(-c3cccnc3OC)nc12 | -19%[88.5 µM] | 1%[87.6 µM] | 10µM* | 9%[172 µM] | -9%[87.6 µM] | 15 | 10µM*
CC1=C[C@@H](CNCc2ccccc2F)[C@H](C(C)C)C[C@H]1Cc1nc2c(C)cccc2[nH]1 | 2%[88.5 µM] | ? | 28µM* | 2%[172 µM] | ? | 0 | 25µM*
CC(=O)NCC(=O)N1CCCn2cc(-c3ccc4c(c3)OCO4)nc21 | -1% | 5% | -3% | -14% | 48%[activator] | -1 | ?
Cc1noc(-c2ccc(OC3CN(C(=O)CN4C(=O)CCC4=O)C3)cc2)n1 | ? | -5% | -21% | nt | 13% | 14 | -4%
COc1cccc(-n2c(SCC(=O)Nc3cccc(C)c3)nc3c([nH]c4ccccc43)c2=O)c1 | nt | -24% | nt | nt | -7% | -9 | nt
CN(Cc1cccn1C)CC1CCCCC1 | -17%[88.5 µM] | 16%[87.6 µM] | -26%[174 µM] | -4%[230 µM] | ? | 21 | -9%[230 µM]
C[C@@H]1C(=O)O[C@H]2[C@H]1CC[C@@]1(C)Cc3sc(Nc4ccc(F)cc4)nc3[C@@H](C)[C@H]21 | i | 5%[87.6 µM] | i | ? | -14%[87.6 µM] | 8 | i
CC1CCN(Cc2nnnn2CC(=O)N(Cc2ccncc2)CC2CCCO2)CC1 (configuration not stated) | 1% | 7% | -13% | -8% | 2% | 19 | 0%

Later entries
SMILES | GPT2 inhibitor | HEK293 viab | NIH3T3 tox | Luciferase inh | SNCA expr inh | IP6K1 inhibitor | HEK293 tox
CCc1ccccc1NC(=O)Cn1c(N(C)Cc2ccccc2)nc(C)cc1=O | 1% | 1% | ? | -5% | -13% | 17 | ?
COc1ccc(Br)cc1CNC(=O)c1cnc2sc(N3CCCCCC3)nn2c1=O | nt | 2% | nt | nt | 17% | 28 | nt
COCCNC(=O)C[C@@H]1C[C@H]2O[C@H](CNC(=O)Nc3cccc(Cl)c3)[C@@H](O)[C@H]2O1 | i | 0%[87.6 µM] | i | -1%[172 µM] | 1%[87.6 µM] | 12 | i
COc1ccccc1CN1CCC(N2C(=O)c3c(c(C)nn3-c3ccccc3)C2C2CC2)CC1 (configuration not stated) | nt | nt | -25% | nt | nt | -6 | -13%
COc1ccc(CCNc2ncnc3c2cnn3-c2ccc(C)c(Cl)c2)cc1 | nt | -11% | nt | nt | 111%[activator] | 9 | nt
CC(C)(C)c1ccc(C(=O)NCC(c2ccc(Cl)cc2)N2CCOCC2)cc1 (configuration not stated) | nt | -15% | nt | nt | ? | -16 | nt
O=C(O)C1CC2(CCN(C(=O)CN3CCCC3=O)CC2)CN1 (configuration not stated) | i | -3% | 0% | 5% | 2% | 1 | ?
CCOc1ccc(CC(=O)N2CCC(Cc3nc(-c4ccc(OC)cc4)no3)CC2)cc1 | ? | -10% | ? | -2% | -28% | 5 | ?
CS(=O)(=O)N(Cc1ccccc1)c1ccc(C(=O)Nc2cccc(Cl)c2)cc1 | nt | 6.3µM* | nt | nt | -14% | -5 | nt
O=C(Nc1ccc(S(=O)(=O)Nc2ncccn2)cc1)c1cccc(Cl)c1 | nt | -6% | nt | nt | ? | 4 | nt
CCc1cccc(N2C(=O)CS(=O)(=O)C23C(=O)N(Cc2ccc(F)cc2)c2ccc(C)cc23)c1 (configuration not stated) | nt | 1% | nt | nt | 11% | 10 | nt
CS(=O)(=O)N(Cc1cccnc1)C1CN(C(=O)CCc2c[nH]c3ccccc23)C1 | -8% | 3% | i | 5% | 18% | -7 | 13%
COc1ccc(CC(=O)NCc2nc3cccnc3n2Cc2ccccc2)cc1 | nt | -6% | nt | nt | 37%[activator] | -5 | nt
COc1cccc(NC(=O)Cn2nc3n(c2=O)CCCCC3)c1 | i | 1% | -3% | 4% | -1% | -5 | 1%

This is a subset. The share of hits here may be higher or lower than overall.
